HepG2 viability: qHTS for Inhibitors of TGF-b: Cytotox Counterscreen. HepG2 CAGA-GFP viability, ATP luminescence, 18 h. Potency, µM (top dose mostly 46.1 µM), for inactives: at the top dose activity change, negative = cytotoxicity, actives largely listed as cytotoxic. actives 0.76% (n = 410,000); note: potency is the fitted concentration of half-maximal effect; some results filed as inactive show a strong effect at the top dose
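HepG2 CAGA-GFP cells (1000/well, DMEM with 1% FBS) received compound, then TGF-beta at 500 pg/mL final, and were incubated 18 hours at 37 degrees C. Viability was read by CellTiter-Glo luminescence. Media-only wells were set as complete cell-killing and DMSO as no toxicity.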
IL2 activator: qHTS of IL-2 Activators | IL-2 activation reporter assay, cell-based qHTS; stimulated with anti-CD3/CD4/CD28 beads; in transgenic mouse T cells | activation, % (series mostly up to about 46 µM) | actives 0.065% (n = 360,000); in the data active = activation above about 50%; inconclusive = mostly about 30% to 49%; note: 0% is about no effect
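Using fluorescent plate cytometry, EGFP and DsRed are detected in transgenic mouse T cells stimulated 18 h at 37 degrees C with antibody-coated beads after 60 min compound pretreatment.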
TGFb SMAD3 inh: qHTS for Inhibitors of TGF-b | HepG2 CAGA-GFP TGF-b/SMAD3 reporter, GFP fluorescence, 18 h; TGF-beta stimulated, 500 pg/mL final | Potency, µM (highest dose often 46.1 µM), for inactives: at the top dose activity, negative = inhibition, most hits filed as inhibitors | actives 1.2% (n = 410,000) | AID 588855, 2011; note: potency is the fitted concentration of half-maximal effect; % is set by controls: 0 for no effect and ±100 for the full control effect; nearly all actives have a fitted effect of over 65% in size
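HEPG2 CAGA-GFP, 1000 cells/well; 2 h settle, 37 C; cpd via pin tool; TGF-b 500 pg/mL final; 18 h, 37 C; GFP imaging ex488/em500-530; %Activity normalised to -TGF-b and +DMSO controls; CRC fit, curve class.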
ATXN2 expr inh: Primary qHTS for Inhibitors of ATXN expression; HEK-293 ATXN2-luciferase reporter, luminescence, 24 h; Potency, µM (top dose mostly 57 µM), for the others: at the highest dose activity change, negative = inhibition, most hits filed as inhibitors; actives 0.72% (n = 360,000); AID 1745845, 2022; note: potency is the fitted concentration of half-maximal effect; % is set by controls: 0 for no effect and ±100 for the full control effect; nearly all actives have a fitted effect of over 55% in size
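ATXN2-luciferase reporter cells (luciferase flanked by upstream and downstream ATXN2 gene portions) were treated 24 h at 37 °C with compounds at up to 57 uM. SteadyGlo luminescence gave expression; GF-AFC fluorescence gave viability.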
Nrf2 activator: qHTS of Nrf2 Activators; AREc32 ARE-luciferase reporter (MCF7-derived line), luminescence, 24 h; Potency, µM (titrated, usually from 46.1 µM), without a hit: at the highest dose activation, hits mostly activators; actives 0.31% (n = 410,000); AID 624171, 2012; note: potency is the fitted concentration of half-maximal effect; % of control where 0% means no effect; nearly all actives have a fitted effect of over 65% in size
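Quantitative high-throughput format: AREc32 reporter cells, 1000 per well, received compound by pin transfer and were incubated 24 hr at 37 deg C, 5% CO2, before Steady-Glo luminescence detection.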
ATXN viability: Viability Counterscreen for Primary qHTS for Inhibitors of ATXN expression; S2 cells (HEK-293 line with an ATXN2-luciferase reporter) viability, CellTiter-Fluor protease fluorescence, 24 h; Potency, µM (highest dose often 56.7 µM), usual class: cytotoxic; actives 0.49% (n = 400,000); AID 651635, 2014; note: potency is the fitted concentration of half-maximal effect; nearly all actives have a fitted effect of over 40% in size
A549 tox: Nrf2 qHTS screen for inhibitors: counterscreen for cytotoxicity; A549 ARE-Fluc cells, CellTiter-Fluor viability, 18-24 h; Potency, µM (titrated, usually from 46 µM), inactives show at the top dose activity change, negative = cytotoxicity, usual class: inhibitors; actives 0.16% (n = 390,000); AID 504648, 2011; note: potency is the fitted concentration of half-maximal effect; % is set by controls: 0 for no effect and ±100 for the full control effect
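Cytotoxicity counterscreen: CellTiter-Fluor fluorescence was measured in A549 ARE_Fluc cells after 18-24 h of compound exposure in a concentration series. The subsequent BugLite luminescent read reports ARE-luciferase activity.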
EPAC2 ag: qHTS for Agonist of cAMP-regulated guanine nucleotide exchange factor 4 (EPAC2): primary screen; EPAC2 activation, biochemical qHTS; response scale: 100% = 6.5 mM cAMP response; Potency, µM (series often up to 154 µM), for inactives: at the highest dose activation, usual class: activators; actives 0.079% (n = 360,000); note: potency is the fitted concentration of half-maximal effect; nearly all actives have a fitted effect of over 50% in size
Target sequence (Q8WZA2 whole entry, looked up): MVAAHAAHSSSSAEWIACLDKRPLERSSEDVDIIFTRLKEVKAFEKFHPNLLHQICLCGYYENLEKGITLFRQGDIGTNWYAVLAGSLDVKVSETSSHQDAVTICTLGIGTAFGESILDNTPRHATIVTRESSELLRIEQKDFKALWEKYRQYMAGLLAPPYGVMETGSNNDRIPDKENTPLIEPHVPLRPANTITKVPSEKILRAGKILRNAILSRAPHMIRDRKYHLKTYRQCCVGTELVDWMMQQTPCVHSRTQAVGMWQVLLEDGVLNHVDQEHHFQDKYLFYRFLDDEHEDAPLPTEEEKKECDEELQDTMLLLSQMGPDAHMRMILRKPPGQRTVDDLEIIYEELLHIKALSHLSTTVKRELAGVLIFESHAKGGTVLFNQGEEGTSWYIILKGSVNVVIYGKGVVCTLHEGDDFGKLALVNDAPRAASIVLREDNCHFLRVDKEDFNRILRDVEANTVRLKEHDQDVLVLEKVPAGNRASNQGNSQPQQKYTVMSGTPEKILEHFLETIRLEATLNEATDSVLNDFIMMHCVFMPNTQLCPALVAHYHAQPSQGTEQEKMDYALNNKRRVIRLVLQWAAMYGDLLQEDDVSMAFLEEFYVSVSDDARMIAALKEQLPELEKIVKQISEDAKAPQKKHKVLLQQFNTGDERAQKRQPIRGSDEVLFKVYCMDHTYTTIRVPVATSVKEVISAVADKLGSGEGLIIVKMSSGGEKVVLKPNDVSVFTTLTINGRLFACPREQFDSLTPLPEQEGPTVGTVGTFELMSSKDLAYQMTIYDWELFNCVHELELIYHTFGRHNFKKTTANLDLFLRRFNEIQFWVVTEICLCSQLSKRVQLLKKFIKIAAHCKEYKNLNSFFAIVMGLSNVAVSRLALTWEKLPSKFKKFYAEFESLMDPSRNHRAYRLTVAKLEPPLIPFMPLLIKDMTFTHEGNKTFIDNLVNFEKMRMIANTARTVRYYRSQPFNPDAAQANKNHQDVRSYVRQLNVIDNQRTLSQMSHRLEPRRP
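Fluorescence exchange assay: 100 nM EPAC2 with 250 nM RAP1B-BODIPY-GDP and 50 uM GDP; compounds tested as a concentration-titration series (qHTS). Loss of Rap1-bound BODIPY-GDP fluorescence read at 480/540 nm; data normalized to 6.5 mM cAMP.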
Nrf2 inh: Nrf2 qHTS screen for inhibitors; A549 ARE-Fluc reporter, luciferase luminescence, 18-24 h; actives 2.1% (n = 360,000); AID 504444, 2011; Potency, µM (highest dose often 46 µM), for the others: at the highest dose activity change, negative = inhibition, most hits filed as inhibitors; note: potency is the fitted concentration of half-maximal effect; % is set by controls: 0 for no effect and ±100 for the full control effect; nearly all actives have a fitted effect of over 60% in size
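In this cell-based qHTS, ARE-driven firefly luciferase in A549 cells reports Nrf2 activity; the luminescent signal after BugLite lysis is the measured value, with a prior CellTiter-Fluor read for cell health.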
* = called active by the depositor; i = inactive; ? = inconclusive; . = not tested or not shown; & = joins results of further samples; [ ] = dose if it differs, or a comment. Unless noted, calls come from the whole dose curve; as a rule, active = well fitted curve in the direction sought with a large enough effect; inconclusive = small, poorly fitted or top-dose-only effect, or another doubt; inactive = no such curve, though single readings can be large; an effect the other way counts as inactive or inconclusive.

canonical_smiles	HepG2 viability	IL2 activator	TGFb SMAD3 inh	ATXN2 expr inh	Nrf2 activator	ATXN viability	A549 tox	EPAC2 ag	Nrf2 inh
CCN(CC(=O)Nc1ccc(NC(C)=O)cc1)C(=O)/C=C/c1cn(-c2ccccc2)nc1-c1ccc(C)cc1	18.0%	-0.3	-27.0%	-11.7%	-0.7%	?	-6.1%	-1.3%	?
Cc1nn(CC(=O)N2CCCC2)c(=O)c2cc3cc(F)ccc3n12	9.3%	-3.6	3.3%	7.4%	-0.6%	i	-1.4%	3.9%	-5.6%
O=C(CSc1nccn1Cc1ccc(F)cc1)NCc1ccco1	-4.2%	.	-7.0%	.	-1.3%	.	9.4%	.	.
Cc1nn(Cc2ccc(F)cc2)c2sc(C(=O)Nc3ccc(N4CCOCC4)cc3N3CCOCC3)cc12	-29.4%	-0.8	-6.5%	?	2.9%	i	-2.4%	8.1%	14.6µM*
O=C1c2ccc(Cl)cc2S(=O)(=O)c2cccc(C(=O)N3CCC(Cc4ccccc4)CC3)c21	-5.3%	-3.4	?	?	-1.0%	.	-5.0%	6.3%	1.2%
O=S(=O)(c1ccccc1)c1ccc(NCc2ccco2)cc1	-3.4%	1.2	-1.3%	-15.6%	3.8%	i	9.5%	6.5%	-8.7%
O=C(CN1CCN(Cc2ccccc2)CC1)Nc1cccc(Br)c1	-13.4%	0.3	3.5%	-2.5%	0.0%	i	-2.1%	4.7%	-4.1%
Fc1ccccc1N1CCN(c2c3c(nc4nncn24)CCC3)CC1	-15.3%	.	-19.0%	6.9%	3.5%	i	-12.9%	.	-23.3%
CC1(C)Cc2nc3nc(SCC(=O)NCCc4ccccc4)n(-c4ccccc4)c(=O)c3cc2CO1	-13.0%	-3.5	6.3%	-2.3%	-0.5%	i	-3.6%	-5.0%	5.3%
Cc1ccccc1OCC(=O)Nc1ccc(N2CCN(C)CC2)c(Cl)c1	-18.1%	0.9	-12.8%	3.5%	3.8%	i	-13.2%	4.8%	?
O=C(N/N=C/c1ccccc1Br)C1CC1	-4.1%	0.3	-4.0%	-7.0%[11.3 µM]	-0.7%	i	2.5%	10.0%	8.6%
COCCNC(=O)c1n[nH]c2ccccc12	0.0%	0.9	-7.5%	9.7%	0.4%	i	3.5%	4.3%	23.7%
COc1ccc(-c2cc(C(=O)NC3CCCC3)no2)cc1	3.0%	0.3	9.0%	-7.5%	2.0%	i	1.6%	6.4%	?
COc1ccc(N2CCN(/C(=N\S(=O)(=O)c3ccccc3)Nc3nc(C)cc(C)n3)CC2)cc1	0.3%	4.4	-0.4%	2.3%	-0.2%	i	16.3%	5.0%	2.0%
O=S(=O)(NCC1CCCO1)c1ccc(S(=O)(=O)N(Cc2ccc(F)cc2)Cc2ccco2)cc1 (stereo not given)	-4.7%	0.0	-10.7%	-10.4%	1.4%	i	12.1%	-11.8%	-7.4%
O=[N+]([O-])c1cc(-c2nc3nc4ccccc4nc3n2CCc2ccccc2)cc([N+](=O)[O-])c1	-1.3%	-0.8	1.3%	-9.3%	-0.1%	i	5.2%	-0.8%	1.9%
COc1cccc2cc(C(=O)N3CCN(C/C=C/c4ccccc4)CC3)c(=O)oc12	-16.3%	1.2	-2.6%	-14.3%	0.3%	i	3.7%	9.6%	-7.6%
Cc1cccc(N2C(=NC(=O)c3ccccc3)SC3CS(=O)(=O)CC32)c1 (stereo not given)	1.7%	4.6	-17.5%	-3.7%	0.5%	i	-3.9%	1.3%	-4.7%
O=C1C2C3C=CC(C3)C2C(=O)N1CC1CCCO1 (stereo not given)	4.3%	-1.2	0.0%	12.6%	-1.4%	i	-4.2%	1.4%	1.6%
CC(=O)Nc1ccccc1OCc1cc(=O)n2c3c(sc2n1)CCCC3	0.6%	.	-8.7%	12.0%	-0.8%	i	0.9%	.	13.0%
CCN1C(=O)C(CC(=O)Nc2ccc(OC)cc2)N(Cc2cccnc2)C1=S (stereo not given)	-13.6%	-0.9	-12.2%	-3.8%	0.0%	i	6.8%	9.5%	0.3%
Cc1ccnc(NC(=O)c2oc3ccccc3c2C)c1	-22.3%	-1.2	0.4%	-31.5%	9.7%	i	-0.1%	15.4%	?
Cc1cc(=O)oc2ccc(OCC(=O)O)cc12	10.7%	1.6	-0.7%	.	-0.5%	.	15.4%	0.6%	9.2%
Cn1cccc1C(=O)OCC(=O)Nc1ccc2c(c1)CCC2	-2.8%	1.8	-14.5%	50.7%[activator]	2.4%	i	-12.3%	2.2%	?
Cc1cc(C)c(OCC(=O)OCC(=O)NC2CCC(C)CC2)c(C)c1 (stereo not given)	-1.9%	0.0	-10.6%	2.0%	-0.5%	i	-2.5%	1.7%	6.4%

Looked up by compound from the list above (three):
canonical_smiles	HepG2 viability	IL2 activator	TGFb SMAD3 inh	ATXN2 expr inh	Nrf2 activator	ATXN viability	A549 tox	EPAC2 ag	Nrf2 inh
O=C1C2C3C=CC(C3)C2C(=O)N1CC1CCCO1 (stereo not given)	4.3%	-1.2	0.0%	12.6%	-1.4%	i	-4.2%	1.4%	1.6%
Cn1cccc1C(=O)OCC(=O)Nc1ccc2c(c1)CCC2	-2.8%	1.8	-14.5%	50.7%[activator]	2.4%	i	-12.3%	2.2%	?
O=C(N/N=C/c1ccccc1Br)C1CC1	-4.1%	0.3	-4.0%	-7.0%[11.3 µM]	-0.7%	i	2.5%	10.0%	8.6%

The list continues:
canonical_smiles	HepG2 viability	IL2 activator	TGFb SMAD3 inh	ATXN2 expr inh	Nrf2 activator	ATXN viability	A549 tox	EPAC2 ag	Nrf2 inh
Cc1ccc(-c2nc(CS(=O)CC(=O)N3CCN(c4ccccc4)CC3)c(C)o2)cc1 (stereo not given)	-21.1%&-31.3%	-2.1	?	-12.4%	4.9%&5.9%	i	-17.8%&-13.5%	8.6%	-11.1%&-21.9%
Cc1nnc(SCC(=O)Nc2ncc3c(n2)CC(C)(C)CC3=O)s1	10.0%	0.2	13.1%	11.3%	-0.3%	i	-3.5%	3.1%	4.2%
CC(C(=O)N1CCc2ccccc21)n1cnc2c1c(=O)n(C)c(=O)n2C (stereo not given)	-13.4%	0.3	-22.4%	-29.7%	-0.7%	i	-5.0%	4.4%	-21.8%
CCN(CCn1cccn1)Cc1ccccc1OCC(O)CN1CCc2ccccc2C1 (stereo not given)	-27.6%	-1.3	-3.9%	-18.5%	-0.5%	i	-12.3%	-3.2%	21.2%
CS(=O)(=O)N1Cc2cc(C(=O)NCC3CCCCC3)nc(-c3cccc(-c4cccnc4)c3)c2[C@H]1CCO	.	-0.8	.	-21.3%	5.0%	i	.	6.3%	.
CNc1ncnc2c1cnn2C1CCCCO1 (stereo not given)	5.7%	-0.2	20.5%	4.1%	0.3%	i	4.3%	9.1%	?
Cc1[nH][nH]c(=O)c1C(c1ccc(Cl)cc1)c1c(C)[nH][nH]c1=O	0.4%	-1.4	-8.0%	-1.8%	0.0%	i	1.5%	0.4%	-6.7%
COc1ccc(C(=O)O/N=C(\C)c2ccccc2)cc1	-57.9%	-1.1	-0.7%	8.9%	4.9%	i	-9.2%	2.3%	11.5%
N#C/C=C1\n2c(nc3ccccc32)OC12CCCCC2	5.7%	-4.2	-14.2%	4.4%	0.2%	i	-2.9%	-7.7%	?
COc1cc(C2C(C(C)=O)=C(O)C(=O)N2Cc2ccccc2)ccc1O (stereo not given)	16.6%	-3.2	-6.9%	20.4%	-0.9%	i	-3.3%	3.7%	4.5%
COc1ccc(OCC(=O)NNC(=O)CCc2ccccc2)cc1	-3.2%	-0.9	10.1%	2.9%	0.1%	i	2.7%	14.3%	-3.4%
CS(=O)(=O)N(CC(=O)NCc1ccco1)c1ccccc1Cl	35.5%	-4.8	-1.0%	1.6%	-0.7%	i	-1.0%	-0.6%	-3.9%
Cc1cc(Nc2ccccc2C)n2nc(Cc3ccc(Cl)cc3)nc2n1	-6.8%	.	-13.7%	-27.5%	1.2%	i	0.2%	.	-14.9%
Cc1ccc(C)c(OCC(O)CN2C(C)CCCC2C)c1 (stereo not given)	-48.6%	-0.2	-0.1%	-14.9%	0.1%	i	-24.1%	3.4%	-0.5%
Cc1ccc(C(OCC(O)CNCc2ccc(F)cc2)c2ccccc2)cc1 (stereo not given)	-101.8%	-0.3	?	.	-3.7%	?	?	-1.5%	?
Cc1ccc(S(=O)(=O)NC(=O)Nc2cc(C(C)(C)C)on2)cc1	-12.9%	-1.9	-1.2%	-14.6%	0.1%	i	5.9%	14.6%	4.3%
CN(C)CCCN(C(=O)C1COc2ccccc2O1)c1nc2ccc(F)cc2s1 (stereo not given)	-12.0%	-0.7	-8.3%	.	3.1%	.	0.0%	1.7%	0.0%
Cc1cc(C)c(S(=O)(=O)c2ccccc2C)c(Cl)n1	-8.4%	-2.6	-1.3%	1.4%	0.2%	i	-5.6%	5.1%	10.5%
Cc1cccc(NC(=O)C2CCN(C(=O)NCc3ccccc3)CC2)c1C	4.3%	-0.4	-0.3%	-6.4%	0.1%	i	0.1%	11.4%	-4.8%
CN1CCN(C(=O)C(=O)Nc2c3c(nn2-c2ccc(Cl)cc2)CSC3)CC1	1.9%	.	-7.1%	4.4%	-0.2%	i	-4.7%	.	.
CCOC(=O)c1c(C)[nH]c(C)c1C(=O)CN1C(=O)NC(CC(C)C)C1=O (stereo not given)	-14.9%	-0.7	-9.5%	1.0%	-0.6%	i	-1.8%	4.5%	17.5%

Assay outcomes (PubChem BioAssay)
